FEN1 inhibitor = qHTS Assay for the Inhibitors of Human Flap endonuclease 1 (FEN1); P39748; Recombinant FEN1 flap cleavage, fluorescence, 15 min; Potency, µM (doses to about 114 µM), for the others: at the top dose activity change, negative = inhibition, hits mostly inhibitors; actives 0.35% (n = 390,000); AID 588795, 2011; further: nearly all actives have a fitted effect of over 65% in size
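Nuclease activity of 10 nM FEN1 was measured after 15 min of room-temperature exposure to titrated compounds, by adding 50 nM flap substrate and reading plates at 0 and 15 min.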
DT40 TDP1 CPT = qHTS for Inhibitors of human tyrosyl-DNA phosphodiesterase 1 (TDP1): qHTS in cells in presence of CPT; actives 12% (n = 420,000); chicken DT40 Tdp1-/-;hTDP1 cells + 20 nM CPT, ATP luminescence, 48 h; Potency, µM (series often up to 46.2 µM), without a hit: at the highest dose activity change, negative = growth inhibition, actives largely listed as inhibitors; further: nearly all actives have a fitted effect of over 55% in size
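Chicken DT40 Tdp1-/- cells stably complemented with human TDP1 were seeded at 400 cells/well in medium containing 20 nM camptothecin, exposed to pin-transferred compounds, and grown at 37 °C for at least 48 hr. Viability was read as ATP luminescence.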
GCN5L2 inh = qHTS Assay for Inhibitors of GCN5L2; GCN5L2 HAT assay, ThioGlo1 CoA-SH fluorescence; actives 0.21% (n = 390,000); Potency, µM (highest dose often 58.9 µM), for inactives: at the top dose activity change, negative = inhibition, usual class: inhibitors; Histone acetyltransferase KAT2A (Homo sapiens), Q92830
Target sequence (Q92830 whole entry, looked up): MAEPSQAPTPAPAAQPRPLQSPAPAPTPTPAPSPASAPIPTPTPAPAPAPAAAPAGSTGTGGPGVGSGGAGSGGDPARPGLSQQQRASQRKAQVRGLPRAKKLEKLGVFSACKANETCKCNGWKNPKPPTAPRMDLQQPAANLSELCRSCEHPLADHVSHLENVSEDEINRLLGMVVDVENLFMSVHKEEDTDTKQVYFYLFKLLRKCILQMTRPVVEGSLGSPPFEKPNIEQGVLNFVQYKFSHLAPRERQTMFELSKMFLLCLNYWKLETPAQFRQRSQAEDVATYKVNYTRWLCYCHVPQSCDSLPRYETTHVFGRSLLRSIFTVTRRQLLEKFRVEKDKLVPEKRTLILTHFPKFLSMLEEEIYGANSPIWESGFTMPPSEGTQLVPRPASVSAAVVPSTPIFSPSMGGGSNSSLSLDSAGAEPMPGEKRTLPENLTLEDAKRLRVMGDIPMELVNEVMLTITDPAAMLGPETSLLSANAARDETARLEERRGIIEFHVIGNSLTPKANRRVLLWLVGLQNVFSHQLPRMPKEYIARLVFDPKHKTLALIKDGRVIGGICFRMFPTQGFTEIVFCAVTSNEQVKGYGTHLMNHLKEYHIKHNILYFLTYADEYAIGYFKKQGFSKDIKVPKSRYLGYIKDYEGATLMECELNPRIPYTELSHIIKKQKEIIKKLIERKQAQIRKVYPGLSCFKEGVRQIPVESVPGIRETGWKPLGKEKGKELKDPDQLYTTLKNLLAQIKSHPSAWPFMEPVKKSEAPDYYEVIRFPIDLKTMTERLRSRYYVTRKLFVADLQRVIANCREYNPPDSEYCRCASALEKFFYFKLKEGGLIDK
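Fluorescence readout, Ex340nm/Em540nm: ThioGlo1 (50uM final) reacts with free CoA thiol released as 20nM GCN5L2 acetylates H3(1-25) peptide (75uM) using acetyl-CoA (70uM). Compound and enzyme sat 15 min beforehand; 20 min room-temperature reaction.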
* hit, by the source's call; ? = inconclusive; . = no result given; & = joins results of further samples; [ ] = another dose, or the depositor's remark. The call rests on the fitted dose curve; in most records, active means well fitted curve in the direction sought with a large enough effect; inconclusive means small, poorly fitted or top-dose-only effect, or another doubt; inactive means no such curve, though single readings can be large; an effect the other way counts as inactive or inconclusive. On the % scale 0 is the no-effect control and ±100 the full control effect; potency means the concentration at half of the fitted maximal effect. An excerpt. The share of hits here may be higher or lower than overall.

#1 COc1ccccc1C(=O)c1nc2ccccc2n1C
#2 COc1ccc(S(=O)(=O)N2CCOCC2)cc1NC(=O)c1sccc1C
#3 O=C(CCNC(=O)c1ccco1)Nc1cccc(C(F)(F)F)c1
#4 Cc1cc(SCC(=O)NCCCN2CCCC2=O)nc2ccccc12
#5 Cc1ccc(CNC(=O)c2ccccc2N(C)S(C)(=O)=O)cc1
entry no.	1	2	3	4	5
FEN1 inhibitor	-17%	16%	14%	-5%	16%
DT40 TDP1 CPT	-16%	?	-3%	-4%	-3%
GCN5L2 inh	-2%	0%	1%	2%	4%

#6 OCC[C@@H]1C[C@@H](O)[C@H](O)[C@]2(CCCCO2)O1
#7 CSc1nc2n(n1)C(c1cccs1)C1=C(CCCC1=O)N2 (stereo not given)
#8 COc1ccccc1CN1CC2(CCN(S(=O)(=O)c3ccccc3)CC2)C1
#9 Nc1nonc1C(=O)NCCNC(=O)c1ccccc1F
#10 CC(NC(=O)CN1c2cccc3cccc(c23)S1(=O)=O)c1ccc(S(N)(=O)=O)cc1 (stereo not given)
entry no.	6	7	8	9	10
FEN1 inhibitor	20%	-9%	.	-4%	-14%
DT40 TDP1 CPT	4%	5%	-29%	3%	-27%
GCN5L2 inh	-1%	-5%	-3%	-1%	-21%

Just GCN5L2 inh (4 entries from above):
| cpd | molecule | GCN5L2 inh |
| --- | --- | --- |
| 5 | Cc1ccc(CNC(=O)c2ccccc2N(C)S(C)(=O)=O)cc1 | 4% |
| 8 | COc1ccccc1CN1CC2(CCN(S(=O)(=O)c3ccccc3)CC2)C1 | -3% |
| 9 | Nc1nonc1C(=O)NCCNC(=O)c1ccccc1F | -1% |
| 4 | Cc1cc(SCC(=O)NCCCN2CCCC2=O)nc2ccccc12 | 2% |

Following part
#11 CCc1ccc(-n2c(=O)c3c(C)c(C)sc3n(CC(=O)NCC3CCCO3)c2=O)cc1 (stereo not given)
#12 Clc1cccc(-c2cc3nc4c(c(N5CCN(c6cnccn6)CC5)n3n2)CCCC4)c1
#13 CCOc1cc(C(=O)OCC(=O)c2c(N)n(C)c(=O)n(C)c2=O)cc(OCC)c1OCC
#14 COc1ccc2nc(/C=N/NC(=O)[C@H](CCSC)NC(=O)OC(C)(C)C)ccc2c1
#15 O=C(CSc1nc2ccsc2c(=O)n1Cc1ccc(F)cc1)NCc1ccc(Cl)cc1
entry no.	11	12	13	14	15
FEN1 inhibitor	-11%	4%	0%	-8%	2%
DT40 TDP1 CPT	9%	23µM*	-25%	7%	?
GCN5L2 inh	-10%	-2%	-11%	-8%	-5%

#16 CNc1c(Br)cc(C(O)C2=CCc3ccccc32)cc1Br (stereo not given)
#17 CCOc1ccc(-c2cc(CCCC(=O)Nc3cc(OC)ccc3OC)no2)cc1
#18 O=C(CCC(=O)N1Cc2ccccc2Oc2ncccc21)NCc1ccccc1Cl
#19 O=C(NCCc1nc(-c2ccccc2Cl)no1)C1CCCCC1
#20 O=C(CNCc1ccc(F)cc1)Nc1ccc(S(=O)(=O)N2CCOCC2)cc1
entry no.	16	17	18	19	20
FEN1 inhibitor	6%	5%	2%	1%	-19%
DT40 TDP1 CPT	8.9µM*	?	-26%	-12%	-24%
GCN5L2 inh	.	-4%	-23%	.	-23%

#21 OCCCc1nc2n(n1)C(c1ccccc1)C=C(c1ccc(F)cc1)N2 (stereo not given)
#22 Cc1ccccc1CNS(=O)(=O)c1c(C)[nH]c(C)c1C(=O)N1CCCCC1
#23 COc1cc(/C=C/c2cc[n+](C)c3ccccc23)cc(OC)c1OC
#24 O=C(COC(=O)c1cc(S(=O)(=O)NCc2ccccc2)ccc1O)NCc1ccccc1
#25 CN(C(=O)Cn1ncc2c1-c1ccccc1OC2)c1ccc(Br)cc1
entry no.	21	22	23	24	25
FEN1 inhibitor	-1%	3%	-16%	-4%	-7%
DT40 TDP1 CPT	-13%	?	-14%	-10%	-28%
GCN5L2 inh	?	-3%	.	-2%	-1%

#26 COC(C)(C)[C@]12CC(O)(C(C)C)ON1[C@H]1CCCCC1N2O (stereo not given in full)
#27 O=C(NCCOc1ccccc1)C1CCC(=O)N(C2CCCCCC2)C1 (stereo not given)
#28 CC1(C)C2CC=C(/C=N/NC(=O)c3ccc(Cl)cc3)C1C2 (stereo not given)
#29 CCC(C)(NC(=O)c1ccccn1)C(=O)NC1CCCC1 (stereo not given)
#30 Clc1cccc(-c2nnc(SCc3nc4ccccc4[nH]3)n2Cc2ccco2)c1
entry no.	26	27	28	29	30
FEN1 inhibitor	3%	2%	5%	-4%	-12%
DT40 TDP1 CPT	-11%	-12%	?	1%	?
GCN5L2 inh	0%	-12%	1%	-14%	-5%

#31 O=C1OCC(CO)(CO)N=C1NNc1ccccc1[N+](=O)[O-]
#32 COc1ccccc1CNS(=O)(=O)c1cc2c3c(c1)C(C)C(=O)N3CCC2 (stereo not given)
#33 COc1ccc(N2C(=O)C3C(C2=O)C3(c2ccccc2)c2ccccc2)cc1 (stereo not given)
#34 Cc1nnc(SCC(=O)NCc2ccccc2)s1
#35 COc1ccc(C(=O)n2nc(C)cc2Nc2ccccc2)cc1
entry no.	31	32	33	34	35
FEN1 inhibitor	-6%	-5%	6%	8%	-18%
DT40 TDP1 CPT	17%	?	?	2%	10%
GCN5L2 inh	-9%	-4%	-8%	-4%	0%

#36 CCOC(=O)N1CCN(C(=O)c2ccc(Cn3c(=S)[nH]c4cc(OCC)c(OCC)cc4c3=O)cc2)CC1
#37 COc1cccc(C2CC(c3cccs3)=NN2C(=O)CSc2nc3ccccc3s2)c1OC (stereo not given)
#38 CCCC1O[C@@H]2C[C@H]3[C@@H]4CCC5=CC(=O)C=C[C@]5(C)[C@H]4[C@@H](O)C[C@]3(C)[C@]2(C(=O)CO)O1 (stereo not given in full)
#39 CC(C)n1c(SCC(=O)Nc2nncs2)nnc1-c1ccco1
#40 COc1ccccc1NC(=O)C1=C(C)Nc2nnnn2C1c1ccncc1 (stereo not given)
entry no.	36	37	38	39	40
FEN1 inhibitor	-16%	-6%	-6%	?	0%
DT40 TDP1 CPT	10µM*	15µM*	-3%&-17%	4%	?
GCN5L2 inh	-4%	-3%	-4%&0%	?	-7%

#41 COc1ccc(-n2cccc2/C=C2\C(=N)N3N=C(C(C)C)SC3=NC2=O)cc1
#42 COCCCNC(=O)CS(=O)Cc1nc(-c2cccc(C)c2)oc1C (stereo not given)
#43 COc1ccc(C(=O)NC2CCc3ccccc32)cc1OC1CCN(C(C)=O)CC1 (stereo not given)
#44 O=C(CSc1nc2ccccc2[nH]1)NCCN1CCCCC1
#45 COc1ccc(/C(O)=C2/C(=O)C(=O)N(c3ccccn3)C2c2ccc(F)cc2)cc1 (stereo not given)
entry no.	41	42	43	44	45
FEN1 inhibitor	-27%	13%	-2%	-4%	-23%
DT40 TDP1 CPT	15%	-19%	-22%	1%	-20%
GCN5L2 inh	-27%	-8%	-21%	-2%	-7%

#46 COc1ccc(CC(=O)OCc2nnc(-c3ccccc3)o2)cc1
#47 CCc1ccccc1NC(=O)c1nnn(Cc2ccc(Cl)cc2)c1N
#48 COc1ccc(S(=O)(=O)N2CCC(C(=O)NC(c3nc4ccccc4[nH]3)C(C)C)CC2)cc1 (stereo not given)
#49 COc1ccc(NC(=O)c2ccc3nc[nH]c3c2)cc1
#50 Cc1oc(-c2ccccc2Cl)nc1CS(=O)CC(=O)NCCCN1CC(C)CC(C)C1 (stereo not given)
entry no.	46	47	48	49	50
FEN1 inhibitor	16%	-4%	-10%	11%	1%
DT40 TDP1 CPT	-2%	?	-18%	-16%	-17%
GCN5L2 inh	2%	-5%	3%	0%	0%

Entries of single compounds as entered above:
`CCc1ccccc1NC(=O)c1nnn(Cc2ccc(Cl)cc2)c1N` is listed as FEN1 inhibitor = -4%; DT40 TDP1 CPT = ?; GCN5L2 inh = -5%
`COc1ccc(NC(=O)c2ccc3nc[nH]c3c2)cc1` is listed as FEN1 inhibitor = 11%; DT40 TDP1 CPT = -16%; GCN5L2 inh = 0%

More entries follow:
#51 COc1ccc(C(=O)C(C)[n+]2ccc(C)c3ccccc32)cc1[N+](=O)[O-] (stereo not given)
#52 O=C(Nc1ccc(S(=O)(=O)Nc2ncccn2)cc1)c1ccc(N2CCCC2=O)cc1
#53 COC(=O)C1=CN(c2ccc(OC)cc2)C=C(C(=O)OC)C1c1cc(OC)c(OC)cc1OC
#54 Cc1ccc(-c2cc(C(=O)Nc3c(C#N)cnn3C)no2)cc1
#55 COc1ccccc1CNS(=O)(=O)c1c(C(=O)N2CCCCC2)c(C)n(C)c1C
entry no.	51	52	53	54	55
FEN1 inhibitor	7%	-5%	-1%	-6%	-1%
DT40 TDP1 CPT	18µM*	-4%	?	-21%	-22%
GCN5L2 inh	-2%	?	-30%	-11%	-8%

#56 CCOc1ccc(CCNc2nc3ccccc3n3c(C)nnc23)cc1OCC
#57 O=C(O)c1ccc(N/N=C2/CCSc3ccc(F)cc32)cc1
#58 CC(=O)Nc1nnc(SCC(=O)Nc2ccc(N3CCOCC3)c(Cl)c2)s1
#59 Cc1cc(C)c2sc(N3CCN(C(=O)c4ccc(N(C)C)cc4)CC3)nc2c1
#60 CN(C)c1cccc2c(S(=O)(=O)NCc3ccc(S(N)(=O)=O)cc3)cccc12
entry no.	56	57	58	59	60
FEN1 inhibitor	18%&26%	-18%	24%	-23%	-14%
DT40 TDP1 CPT	-18%&0%	-19%	14%	?	0%
GCN5L2 inh	-1%&-5%	-14%	1%	?	-2%

#61 CCOc1ccc2oc(C(=O)OCC(=O)NC(=O)NC3CCCC3)c(C)c2c1
#62 CCN(CC)CCOC(=O)CCc1cccc2ccccc12
#63 COC(=O)CN(C(=O)CSc1nnc(-c2cccc(OC)c2)o1)c1ccc(OC)cc1
#64 Cn1ncc2c(O/N=C(\N)c3ccc(C(C)(C)C)cc3)ncnc21
#65 O=C(NCc1ccc(Cl)cc1)c1cc2c(s1)CS(=O)(=O)C2
entry no.	61	62	63	64	65
FEN1 inhibitor	-9%	4%	9%	-8%	15%
DT40 TDP1 CPT	-1%	0%	?	2.6µM*	-1%
GCN5L2 inh	-2%	0%	-6%	2%	-40%

#66 CC1CCN(CCC(=O)N/N=C/c2ccc([N+](=O)[O-])cc2)CC1
#67 COC(=O)c1[nH]c2c(c1C)C(=O)CC(c1ccccc1)C2 (stereo not given)
#68 CCc1cc(=O)oc2cc(OC(C)C(=O)NCc3ccccn3)ccc12 (stereo not given)
#69 O=C(NC1CCN(Cc2ccccc2)CC1)C1CCN(S(=O)(=O)c2cccc3cccnc23)CC1
#70 O=C1C(=NO)CC(c2ccccc2)N1c1ccccc1 (stereo not given)
entry no.	66	67	68	69	70
FEN1 inhibitor	-7%	-12%	-16%	15%	-1%
DT40 TDP1 CPT	6%	1.3µM*	0%	18µM*	-9%
GCN5L2 inh	-7%	-6%	1%	-6%	.

#71 CC(C)CCCC(C)NC(C)C (stereo not given)
#72 COc1ccc(OCCOC(=O)c2ccc(F)c(S(=O)(=O)N3CCOCC3)c2)cc1
#73 COc1ccc(NS(=O)(=O)c2ccc(NC(=O)c3ccccn3)cc2)cc1
#74 COc1cc2c(cc1NC(=O)c1ccncc1)oc1ccccc12
#75 CC(C)(C)c1ccc(C(=O)Nc2ccc(C=C(C#N)C#N)cc2)cc1
entry no.	71	72	73	74	75
FEN1 inhibitor	.	-24%	7%	-21%	-7%
DT40 TDP1 CPT	21%	-10%	?	?	16µM*
GCN5L2 inh	2%	0%	-2%	-12%	-6%

#76 O=C(Oc1ccc2c(c1)OCC2=O)c1ccc(Cl)cc1
#77 COc1ccc(C(=O)Nc2ccnn2C2CCN(Cc3ccc4nonc4c3)CC2)cc1
#78 CCOC(=O)C1=NN(c2ccc([N+](=O)[O-])cc2)CC1C(=O)OC (stereo not given)
#79 CN(C(=O)CSc1nnc(Nc2ccccc2F)s1)C1CCS(=O)(=O)C1 (stereo not given)
#80 Brc1[nH]nc2ccccc12
#81 Cc1cc(C)c2nc(Nc3nc(CSc4nc5ccccc5[nH]4)cc(=O)[nH]3)nc(C)c2c1
#82 CN(C)c1ccc(/C=N/N2C(=S)SC(C)(C)C2N(O)C(=O)Nc2ccc([N+](=O)[O-])cc2)cc1 (stereo not given)
entry no.	76	77	78	79	80	81	82
FEN1 inhibitor	15%	8%	14%	-1%	-2%	-1%	-20%
DT40 TDP1 CPT	-2%	?	-19%	-3%	-21%	-25%	?
GCN5L2 inh	-2%	-1%	14%	-5%	34%[activator]	.	-16%
